High-throughput results as filed in PubChem.
PV pol inh = poliovirus RNA polymerase inhibition. poliovirus polymerase elongation, fluorescence polarization; stronger effect = lower value. % elongation, % (compound at 16.7 µg/mL). 150,000 tested, 0.66% active. AID 588519; in the data active = % elongation below about 90%; also: some results filed as inactive read as strong as hits
Target sequence (P03300 1749-2209 limits assumed): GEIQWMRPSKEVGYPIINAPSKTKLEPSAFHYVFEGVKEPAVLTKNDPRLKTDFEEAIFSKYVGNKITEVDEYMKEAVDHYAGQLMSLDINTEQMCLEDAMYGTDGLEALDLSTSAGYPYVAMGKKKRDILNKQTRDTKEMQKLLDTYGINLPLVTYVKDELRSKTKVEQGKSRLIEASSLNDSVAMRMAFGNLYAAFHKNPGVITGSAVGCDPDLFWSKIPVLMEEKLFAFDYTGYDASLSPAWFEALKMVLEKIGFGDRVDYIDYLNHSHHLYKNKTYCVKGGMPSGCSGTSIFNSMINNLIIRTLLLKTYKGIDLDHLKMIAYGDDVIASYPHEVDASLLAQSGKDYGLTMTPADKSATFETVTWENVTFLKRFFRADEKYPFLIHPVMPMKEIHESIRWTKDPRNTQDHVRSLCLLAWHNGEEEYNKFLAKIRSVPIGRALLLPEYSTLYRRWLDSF
PV pol inh FP z-score = also measured in PV pol inh; calls as there; z-score; measured here: FP z-score; hits read low
Numbers without * were called inactive; & = joins results of further samples. Only part of the results is shown, so the mix of outcomes need not match the whole.

molecule | PV pol inh | PV pol inh FP z-score
Cc1cc(N2OCc3ccccc3CO2)ccc1N | 101 | -0.4
CCC(C(=O)Nc1ccc(OC)c(OC)c1)c1ccccc1 (stereo unspecified) | 101 | 0.2
COc1ccc(-c2nnn(CC(=O)N(c3ccccc3)C(C(=O)NC3CCCC3)c3ccco3)n2)cc1 (stereo unspecified) | 102 | 0.4
O=c1onc(-c2ccccc2)n1-c1cccc(C(F)(F)F)c1 | 97 | -1.1
CCCc1cc(=O)[nH]c(SCC(=O)c2cc(C)n(-c3nccs3)c2C)n1 | 106 | 0.4
CCn1cnc2nc(N)[nH]c(=O)c21 | 104 | 0.4
CCc1ccc(NC(=O)C(=O)NCC(c2ccc3c(c2)OCO3)N2CCN(C)CC2)cc1 (stereo unspecified) | 102 | -1.2
Cc1cc(C)cc(NC(=O)CN2C(=O)CCc3cc(S(=O)(=O)N4CCCCC4)ccc32)c1 | 102 | -1
CCN(CC)C(=O)CN1C(=O)C2(OCC(C)(c3ccccc3)CO2)c2ccccc21 (stereo unspecified) | 102 | 1
CCn1c(=NC(=O)C2CC2)sc2cc(Br)ccc21 | 101 | -0.3
COc1ccc(S(=O)(=O)N2CCCCC2C(=O)O)cc1OC (stereo unspecified) | 101 | 0.2
CCc1ccc(CNC(=O)c2ccc(-n3c(C)cc4c3CCC(C)C4)cc2)cc1 (stereo unspecified) | 103 | -0.7
O=C(CSc1nnc2c(n1)[nH]c1ccccc12)NCc1ccco1 | 104 | 0.2
CCCn1cnc2c(sc3nc4c(cc32)CSC(C)(C)C4)c1=O | 102 | 1
Cc1cccc(CS(=O)(=O)Cc2ccc(C(=O)NCc3ccc(F)cc3)o2)c1 | 113 | 0.6
CC(C)(O)C(=O)/C=C/c1ccc(Cl)cc1 | 104 | 0.8
COC(=O)c1ccc(CSC(=N)N)o1 | 101 | -0.1
O=C(CCSc1nc(-c2ccco2)cc(C(F)(F)F)n1)NCCc1ccccc1 | 100 | -0.1
CC(C)(CNc1nsc2ccccc12)N1CCOCC1 | 89* | -2.9*
Nc1cnn(C2OC(COC(=O)c3ccccc3)C(O)C2O)c(=O)n1 (stereo unspecified) | 100 | -0.1
CN1CCN(S(=O)(=O)c2ccc(Br)cc2)CC1 | 101 | -0.1
CCOCCCNC(=O)c1ccc(Cn2c(=O)c3cccn3c3cccnc32)cc1 | 109 | 0.4
CC(C)CC1=NN2C(=N)/C(=C/c3cccs3)C(=O)N=C2S1 | 101 | 0
Cc1ccccc1-c1nc(CN2CCC(C(=O)NCc3ccc(F)cc3)CC2)c(C)o1 | 107 | 0.2
O=C(O)c1ccccc1NC(=O)N1c2ccccc2Sc2ccccc21 | 103 | -0.2
C(=Nc1ccccc1)c1ccc(Oc2ccccc2)cc1 | 103 | 0.1
C#CCNC(=O)NC1CCCN(S(=O)(=O)c2ccc(C)cc2)C1 (stereo unspecified) | 105 | 0.5
CCc1ccc2[nH]c(=O)c(CN(Cc3ccccc3)Cc3nnnn3C3CCCC3)cc2c1 | 103 | 0.4
CCOC(=O)N1CCN(C(=O)c2cc(I)ccc2NC(=O)c2ccco2)CC1 | 100 | -0.2
CNS(=O)(=O)c1ccc(SC)cc1 | 100 | -0.1
CC1CC(=O)NN=C1c1ccc2c(c1)nnn2O (stereo unspecified) | 101 | -0.3
Cc1cc(C)c(-c2cc(NC(=O)CN3CCCC(C(N)=O)C3)n(-c3ccccc3)n2)cc1C (stereo unspecified) | 103 | 0
CCc1cc2c(cc3c(=O)n(CC(=O)NCc4cc(Br)ccc4OC)ncn32)s1 | 111 | 1.4
O=C1c2ccccc2C(=O)N1CN1CCCCC1 | 100 | -0.7
CCc1ccc(OCc2cc(=O)n3c4c(sc3n2)CCCC4)cc1 | 101 | -1.4
O=C(CCN1C(=O)C2CC=CCC2C1=O)Nc1cc(C(F)(F)F)ccc1-n1cncn1 (stereo unspecified) | 100 | -0.5
CCOc1ccc(C(C)NC(=O)c2cccnc2OCC)cc1OCC (stereo unspecified) | 104 | 0.2
Cc1cc(N2CCOCC2)ccc1/C=c1\sc2nc3ccccc3n2c1=O | 105 | 1.7
Cc1ccc(CSc2nc3ccc(NC(=O)COc4ccc(F)cc4)cc3s2)cc1 | 109 | 0.4
Cn1c(=O)c2c(c3ccccc31)OC(=O)CC2c1ccccc1 (stereo unspecified) | 108 | 0.6
Cc1ccc(C)c(N2CCN(C(=O)c3cc4ccc5cccnc5c4[nH]3)CC2)c1 | 106 | -0.2
CCOc1cc(NC(=S)NCCCN2CCOCC2)c(OCC)cc1NC(=O)C1CC1 | 100 | -0.4
Cc1ccc(CNC(=O)CCCn2c(=O)[nH]c3ccc(Br)cc3c2=O)cc1 | 108 | 0.9
CCOC(=O)C1CCC(CN(Cc2ccc(OC)cc2)S(=O)(=O)c2ccc(F)c(C(=O)Nc3cc(C)ccc3C)c2)CC1 (stereo unspecified) | 109 | 0
Cc1[nH]c2ccccc2c1C(c1ccncc1)N1CCCC1 (stereo unspecified) | 105 | 0.4
O=C1NC2(O)/C(=N/NC(=O)c3ccccc3O)c3ccccc3C2(O)N1 (stereo unspecified) | 104 | 0.6
S=c1oc2ccc(Cl)cc2n1Cc1ccccc1 | 107 | 0.4
O=C1c2ccccc2C(=O)N1CCCCSc1nnnn1-c1ccccc1 | 104 | 0.2
COC(=O)c1cc(S(=O)(=O)N2c3ccccc3CC2C)cn1C (stereo unspecified) | 106 | 0.9
NS(=O)(=O)c1ccc2c(c1)C1C=CCC1C(C1CC=CCC1)N2 (stereo unspecified) | 96 | -1.1
COCCN(Cc1nc2ccccc2c(=O)[nH]1)C(=O)c1cn2c(C)cccc2n1 | 107 | 0.8
Cc1c(CCNC2=CC(=O)OC23CCCCC3)c2ccccc2n1C | 109 | 0.5
Cc1ccc(NC(=O)c2cc3c(Cl)nc4ccc(C)cc4c3s2)c(Cl)c1 | 63* | -5*
COc1ccc(-c2nnc(SCC3COc4ccccc4O3)o2)cc1 (stereo unspecified) | 103 | 0
COc1ccc(NC(=O)CN2CCN(CC(=O)Nc3ccccc3F)CC2)cc1OC | 103 | -1
CC(Sc1nc2c(c(=O)[nH]1)CCCC2)C(=O)Nc1ccc(Cl)cc1 (stereo unspecified) | 102 | 0
NC(=O)c1cccc(N)c1 | 102&102 | 0.5&0.6
Cc1ccc(C(=O)NCC(c2cccnc2)N2CCc3ccccc3C2)cc1C (stereo unspecified) | 115 | 1.5
Cc1ccc(C)c(N2CCN(C(=O)CCS(=O)(=O)c3ccc4c(c3)oc(=O)n4C)CC2)c1 | 102 | -1.3
CCC(=O)Nc1cccc(C2=NN(C(C)=O)C(c3ccc(F)cc3)O2)c1 (stereo unspecified) | 99 | -0.8

Additional entries.
Results follow in this order: PV pol inh, PV pol inh FP z-score
- CCCN(Cc1nnc(-c2ccccc2Cl)o1)C(=O)C1(c2ccccc2)CC1
 : 104, 0.4
- CC(=O)Nc1sccc1C(N)=O
 : 104, 0.8
- COc1ccc(C2c3c(-c4ccccc4O)n[nH]c3C(=O)N2Cc2ccco2)cc1 (stereo unspecified)
 : 107, 0
- Cc1ccc(N2C(=O)N(Cc3cccnc3)c3ccccc3S2(=O)=O)cc1F
 : 101, 0.3
- CC(=O)Nc1ccc(C2=CSC3=NCCN23)cc1
 : 103, 0.4
- CCCN(C(=O)c1sc2nc3n(c(=O)c2c1C)CCCC3)c1ccccc1C
 : 109, 0.6
- O=C(CSc1nnc(-c2cccs2)n1C1CC1)N1CCCC1c1ccc2c(c1)OCCCO2 (stereo unspecified)
 : 97, -0.9
- Cc1ccc(CN2CCCn3nc(C(=O)NCC(C)c4ccccc4)cc3C2=O)cc1 (stereo unspecified)
 : 105, -0.1
- COCCCNC(=O)Cn1nc(N2CCN(c3ccccc3)CC2)ccc1=O
 : 104, -0.6
- CC1CCN(S(=O)(=O)c2ccc3ncn(CC(=O)Nc4ccccc4C(F)(F)F)c(=O)c3c2)CC1
 : 103, -0.6
- COc1ccc(-c2nc(O)c3cnccn23)cc1
 : 99, -0.4
- O=C(Nc1ccc2nc(SCCOc3ccccc3)sc2c1)c1cccs1
 : 109, 0.6
- CC1=C(C(N)=O)C(c2ccc(C)cc2)n2nc(SCc3ccccc3)nc2N1 (stereo unspecified)
 : 105, 0
- NC(=O)CSc1nnc(Nc2ccccc2)s1
 : 104, 0.5
- Cc1cccc(N2CCN(C(=O)CCNS(=O)(=O)c3ccc4c(c3)CCN4C(=O)C3CC3)CC2C)c1 (stereo unspecified)
 : 107, -0.1
- CCn1c(CNC(=O)c2ccc(Cl)cc2)nnc1SCC(=O)NC1=NCCS1
 : 103, 0.4
- S=c1n(CN(Cc2ccccc2)Cc2ccccc2)nnn1-c1ccccc1
 : 106, 0.3
- Cc1cccc(-n2c(N)cc(=O)[nH]c2=S)c1
 : 101, -0.2
- COCCN(Cc1nc2ccccc2c(=O)[nH]1)C(=O)c1ccc(C)s1
 : 102, -0.1
- Nc1nc(SC/C=C/c2ccccc2)nc2sc3c(c12)CCCC3
 : 101, -0.3
- O=C(c1ccccc1)C(Sc1nnc(-c2ccco2)o1)c1ccccc1 (stereo unspecified)
 : 106, 0.4
- COCCn1c(-c2ccncc2)nn(CN2CC(C)OC(C)C2)c1=S (stereo unspecified)
 : 106, 0.3
- O=C1NC(=O)/C(=C/c2cccc(OC(=O)c3ccco3)c2)S1
 : 97, -1.1
- CN1/C(=C\C(=O)COC(=O)c2cccnc2)C(C)(C)c2ccccc21
 : 149, 4.5
- COc1ccc(NC(=O)CNNc2ccc(S(N)(=O)=O)cc2)cc1
 : 104, 0.2
- Cn1c(Cn2cnc3ccccc32)nnc1SCC(=O)CC(=O)Nc1ccccc1
 : 102, 0.1
- Cc1ccc(-n2c(C)cc(C(=O)COC(=O)c3ccco3)c2C)cc1
 : 104, 0.2
- Nc1c(Br)cc2oc(-c3ccccc3F)nc2c1Br
 : 105, 1.6
- CCSC1=NC2(CCN(S(C)(=O)=O)CC2)N=C1c1ccccc1
 : 104, 2.2
- O=C(OCc1ccccc1F)c1ccc2c(c1)OCCO2
 : 106, 0.4
- COc1cc(OC)cc(C(=O)Nc2ccccc2-c2nc3ccccc3s2)c1
 : 102, -0.1
- CCOC(=O)C1=C(CN(C)Cc2ccc(C)cc2)NC(=O)NC1CC (stereo unspecified)
 : 103, 0.1
- CC[N+](CC)(CC)Cc1ccccc1
 : 100, -0.1
- Cc1ccc(S(=O)(=O)Nc2c(C)ccc3nsnc23)cc1
 : 98, -0.3
- O=C(O)c1ccccc1OC(F)F
 : 108, 0.5
- O=C(O)c1c(F)c(F)cc2ccccc12
 : 102, 0.2
- COC(=O)c1ccccc1NC(=O)CS(=O)(=O)c1nnnn1-c1cccc2ccccc12
 : 102, 0
- COc1cc(C(=O)NCc2nc3ccccc3[nH]2)cc(OC)c1OC
 : 104, 0.7
- COc1ccc(-c2noc(-c3ccc(NC4CCCC4)c([N+](=O)[O-])c3)n2)cc1
 : 114, 1.4
- CCc1nnc(NC(=O)CSc2nccn2Cc2ccc(F)cc2)s1
 : 106, -0.4

Part of the list above, as labelled records:
> O=C(O)c1ccccc1OC(F)F
  PV pol inh: 108
  PV pol inh FP z-score: 0.5
> O=C(O)c1c(F)c(F)cc2ccccc12
  PV pol inh: 102
  PV pol inh FP z-score: 0.2

Going on with the list.
Results follow in this order: PV pol inh, PV pol inh FP z-score
- O=c1c2cccnc2n(Cc2ccccc2F)c(=O)n1C1CCCCC1
 : 102, 0.7
- Cc1ccc(C(=O)Oc2ccc3c(c2)ncn3C)cc1
 : 101, -0.2
- CCOC(=O)Cc1csc(SCC2=C(C(=O)OCC)C(C)NC(=O)N2)n1 (stereo unspecified)
 : 99, -0.3
- COc1ccc(N2C(=O)CCC(C(=O)NC3=NCCS3)C2c2ccccc2)cc1 (stereo unspecified)
 : 105, 0.4
- O=C(Cn1c(=O)oc2cc(S(=O)(=O)NCc3ccccc3)ccc21)Nc1cccc(F)c1
 : 102, -0.8
- CCC(SC1=Nc2ccccc2C2=NC(CCC(=O)NCc3ccc4c(c3)OCO4)C(=O)N12)C(=O)NC1CCCCC1 (stereo unspecified)
 : 100, -0.4
- CCOC(=O)c1cc2c(=O)n3ccccc3nc2n(C)c1=NC(=O)c1c(-c2c(F)cccc2Cl)noc1C
 : 101, -1.3
- Cn1c(CN2CCOCC2)nnc1SCC(N)=O
 : 102, 0.3

Sorted by number of heavy atoms (falling): some entries from above.
Results follow in this order: PV pol inh, PV pol inh FP z-score
- CCC(SC1=Nc2ccccc2C2=NC(CCC(=O)NCc3ccc4c(c3)OCO4)C(=O)N12)C(=O)NC1CCCCC1 (stereo unspecified)
 : 100, -0.4
- CCOC(=O)c1cc2c(=O)n3ccccc3nc2n(C)c1=NC(=O)c1c(-c2c(F)cccc2Cl)noc1C
 : 101, -1.3
- O=C(Cn1c(=O)oc2cc(S(=O)(=O)NCc3ccccc3)ccc21)Nc1cccc(F)c1
 : 102, -0.8
- COc1ccc(N2C(=O)CCC(C(=O)NC3=NCCS3)C2c2ccccc2)cc1 (stereo unspecified)
 : 105, 0.4
- COc1ccc(-c2noc(-c3ccc(NC4CCCC4)c([N+](=O)[O-])c3)n2)cc1
 : 114, 1.4
- CCOC(=O)Cc1csc(SCC2=C(C(=O)OCC)C(C)NC(=O)N2)n1 (stereo unspecified)
 : 99, -0.3
- CCOC(=O)C1=C(CN(C)Cc2ccc(C)cc2)NC(=O)NC1CC (stereo unspecified)
 : 103, 0.1
- Cc1ccc(S(=O)(=O)Nc2c(C)ccc3nsnc23)cc1
 : 98, -0.3
- Cc1ccc(C(=O)Oc2ccc3c(c2)ncn3C)cc1
 : 101, -0.2
- Cn1c(CN2CCOCC2)nnc1SCC(N)=O
 : 102, 0.3
- O=C(O)c1c(F)c(F)cc2ccccc12
 : 102, 0.2
- CC[N+](CC)(CC)Cc1ccccc1
 : 100, -0.1
- O=C(O)c1ccccc1OC(F)F
 : 108, 0.5
